Screening data deposited in PubChem by several laboratories.
CHRM4 PAM – CHRM4 positive allosteric modulation. P08173. CHO-K1 hM4/Gqi5, Fluo-8 calcium fluorescence, ACh EC20; 0% = ACh EC20, 100% = maximal ACh. activation, % at 3 µM. hit rate 0.4% among 360,000. AID 624126;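 active means activation above its plate's cutoff, the mean activation of sample wells plus 3 SD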; further: some results filed as inactive read as strong as hits
Target sequence (P08173 whole entry, looked up): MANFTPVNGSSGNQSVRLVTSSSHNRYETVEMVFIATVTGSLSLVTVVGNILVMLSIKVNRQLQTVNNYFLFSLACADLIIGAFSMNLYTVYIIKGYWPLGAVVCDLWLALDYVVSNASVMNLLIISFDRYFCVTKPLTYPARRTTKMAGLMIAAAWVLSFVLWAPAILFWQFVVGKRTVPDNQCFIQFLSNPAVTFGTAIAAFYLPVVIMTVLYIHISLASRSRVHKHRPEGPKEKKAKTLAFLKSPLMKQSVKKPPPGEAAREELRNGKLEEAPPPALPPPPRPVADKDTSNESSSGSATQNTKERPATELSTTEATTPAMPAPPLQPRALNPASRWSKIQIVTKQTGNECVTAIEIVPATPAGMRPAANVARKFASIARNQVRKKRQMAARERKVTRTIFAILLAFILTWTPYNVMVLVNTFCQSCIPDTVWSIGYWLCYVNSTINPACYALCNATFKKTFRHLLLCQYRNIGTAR
p-CIP stab down – lowers stability of the mouse p/CIP coactivator protein; hit rate 0.01% among 290,000; Q05BA5; decrease of EGFP signal, % at 10 µM; F442A p/CIP-EGFP cells, EGFP fluorescence, 16 h;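 active means EGFP signal decrease of at least 30% at 10 µM or well 3 SD below plate mean, unless failing retest; inactive means the rest, including hits failing retest or dose response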; further: some compounds called inactive have numbers as strong as hits; many of its hits are not listed in these tables
CRFBP-R2 block – CRF-BP/CRF-R2 complex antagonism; HEK293 CRF-R2/CRF-BP, CRF-induced calcium fluorescence; hit rate 0.59% among 350,000; AID 588475; inhibition, % at 11.8 µM;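 active means inhibition of the ligand-induced calcium signal above about 50% at the single tested concentration, limit read from the data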
GalR3 antag – antagonists of human GalR3; O60755; HEK293 GalR3-CNG cAMP membrane potential fluorescence; galR3 body fused to GalR1 C-terminus; inhibition, % at 3 µM; hit rate 0.44% among 360,000;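 active means inhibition above the screen-wide average plus 3 SD, cut at about 13% in these data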;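 further: forskolin and galanin both at EC90 stimulate the cells; cAMP rise reported by CNG channel membrane potential dye signal; 0% = forskolin plus galanin with DMSO and 100% = forskolin alone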
Target sequence (O60755 1-299 limits assumed): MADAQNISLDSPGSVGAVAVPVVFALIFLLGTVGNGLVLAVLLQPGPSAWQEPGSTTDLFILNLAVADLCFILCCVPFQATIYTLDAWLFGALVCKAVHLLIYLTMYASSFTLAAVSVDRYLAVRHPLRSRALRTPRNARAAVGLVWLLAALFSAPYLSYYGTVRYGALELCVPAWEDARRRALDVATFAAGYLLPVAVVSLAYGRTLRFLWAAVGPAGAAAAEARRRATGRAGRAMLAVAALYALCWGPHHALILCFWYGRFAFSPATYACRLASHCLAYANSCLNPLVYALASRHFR
PHOSPHO1 inh – PHOSPHO1 (human) inhibition. Q8TCT1. recombinant PHOSPHO1, absorbance phosphatase assay. inhibition, % at 13.3 µM. hit rate 1.1% among 290,000; in the data active means inhibition above about 60%
Target sequence (Q8TCT1 whole entry, looked up): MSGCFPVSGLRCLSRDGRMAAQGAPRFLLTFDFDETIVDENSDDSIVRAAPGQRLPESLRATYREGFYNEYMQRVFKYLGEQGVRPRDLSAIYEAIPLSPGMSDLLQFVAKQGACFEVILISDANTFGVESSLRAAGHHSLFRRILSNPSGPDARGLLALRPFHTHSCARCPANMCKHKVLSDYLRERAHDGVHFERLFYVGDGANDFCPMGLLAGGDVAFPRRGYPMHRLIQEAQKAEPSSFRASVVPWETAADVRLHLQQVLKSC
IDE inh – inhibitors of human insulin-degrading enzyme in cells; P14735; HEK cells, FAbetaB cleavage, fluorescence polarization; inhibition, % at 5.59 µM; hit rate 0.41% among 320,000; AID 434962;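 active means percent inhibition above the average of all tested compounds plus 3 SD, set per screening campaign, cut at about 16% in these data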;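 further: IDE supplied by intact live HEK cells; FP after avidin binding of uncleaved biotin substrate so inhibition keeps polarization high; 0% = DMSO wells and 100% = 60 µM reference IDE inhibitor Ii1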
CRFBP-R2 agonist – CRF-BP/CRF-R2 complex agonism; AID 588473; HEK293 CRF-R2/CRF-BP, calcium dye fluorescence (FLIPR); percent of saturating CRF peptide response; activation, % at 13.2 µM; hit rate 0.46% among 350,000;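 active means activation of at least 50%, plus an integration ratio under a set limit after plate pattern correction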;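 further: plate controls were neutral control wells without compound for no effect and CRF at EC100 for full effect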
MEKK3 PB1 HTS – MEKK3-MEK5 PB1 interaction, increase or decrease; hit rate 1.4% among 290,000; bead-based flow cytometry, Alexa488-MEK5 binding to MEKK3; actives lie on both sides; 0 = blocked by unlabeled MEK5, 100 = vehicle; binding response (% of control), % at 10 µM; Q99759; AID 1529;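 active means binding response more than 3 SD above or below the average of its plate-row segment, actives on both sides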;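 further: Alexa488 bead fluorescence after subtracting the streptavidin-only scavenger bead signal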
IDE act – IDE (human) activation, cell-based; P14735; HEK cells, FAbeta-B cleavage, fluorescence polarization; 0% vehicle, 100% cell-free pure enzyme wells; activation, % at 5.96 µM; hit rate 0.073% among 340,000; AID 493087;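 active means activation above the mean of all tested compounds plus 3 SD, set per screening campaign, cut at about 17% in these data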
* marks the source's active call; other numbers are inactive results; . = not tested or not shown; & = joins results of further samples; [ ] = remark or other dose.

SMILES | CHRM4 PAM | p-CIP stab down | CRFBP-R2 block | GalR3 antag | PHOSPHO1 inh | IDE inh | CRFBP-R2 agonist | MEKK3 PB1 HTS | IDE act
O=C(c1cc(-c2ccc(F)cc2)nc2ccccc12)N1CCC1 | -4.3 | . | -16.4 | -1.6 | . | 1.1 | 2.3 | . | -3.9
Cc1c2cnn(CC(=O)NCc3ccccn3)c(=O)c2c(C)n1Cc1ccc(Cl)cc1 | 1.7 | -9.1 | -0.5 | -8.9 | -9.0 | 3.5 | 0.1 | 101.0 | 3.6
COc1ccc(NC(=O)N2CCN(c3cccc(C(F)(F)F)c3)CC2)cc1 | -1.3 | 6.2 | -19.8 | -5.9 | 7.1 | 7.3 | 4.3 | 0.0*[inhibitor] | 1.4
C/C(CC(=O)Nc1cccc(Cl)c1C)=N\NC(=O)C(=O)NCC(C)C | 8.9 | 9.4 | -1.2 | -2.3 | 6.9 | 3.5 | -0.6 | 100.0 | -4.3
O=C(Nc1cccc(F)c1)C1CCN(C(=O)c2ccccc2Cl)CC1 | 3.7 | -11.4 | -11.8 | -3.3 | 9.7 | 3.1 | 4.6 | 110.0 | 1.6
O=C(Cc1ccccc1)Nn1c(O)c(/C=C2\C=Nc3ccccc32)sc1=S | -9.4 | -0.7 | -119.5 | -4.4 | 9.5 | 61.8* | 67.2* | 94.0 | -63.4
O=C(O)C1C2C=CC3(CN(C4CCCC4)C(=O)C13)O2 (centres undefined) | 4.7 | 11.9 | 4.6 | 1.1 | -10.0 | 2.3 | 3.2 | 101.0 | 2.5
CCN(CC)CCN(C(=O)c1ccc2ccccc2c1)c1nc2ccc(F)cc2s1 | 17.6* | -4.9 | -16.4 | 4.7 | 2.1 | 5.6 | 5.5 | 99.0 | 5.6
CCc1cc2cc(OC)ccc2nc1SCC(=O)NNC(=O)c1ccco1 | 5.3 | -6.1 | 1.4 | 0.9 | -25.7 | 5.8 | -0.8 | 99.0 | -2.8
O=C(C[C@@H]1C/C=C\C[C@H](Cc2ccc(F)cc2)C(=O)OCCNC1=O)NCCO | 5.3 | . | -3.8 | -8.7 | . | 1.4 | -1.5 | . | 3.2
N#Cc1nc(-c2ccccc2F)oc1NCCN1CCOCC1 | 2.1 | -5.4 | 14.5 | 0.7 | -5.3 | -1.5 | -0.7 | 97.0 | -1.9
Cc1ccc(O)c(-c2[nH]ncc2C(=O)c2ccc(Br)cc2)c1 | -1.9 | 4.6 | -2.8 | -3.5 | -5.7 | 6.3 | 0.1 | 97.0 | 3.2
COc1ccc(OC)c(NC(=O)c2cccc(N3C(=O)C4C5C=CC(C6CC56)C4C3=O)c2)c1 (centres undefined) | -9.7 | -5.8 | 0.8 | 0.7 | 35.5 | 4.9 | -0.9 | 104.0 | 2.8
CC1(C)CC(=O)N(c2cc(Cl)cc(Cl)c2)C(=O)C1 | -1.3 | -9.6 | 1.4 | -9.4 | . | 5.8 | 2.4 | 94.0 | -1.2
COC(=O)c1ccccc1NC(=O)c1cccnc1 | -0.7 | -21.0 | 7.1 | 9.7 | 23.5 | 5.0 | -4.3 | 102.0 | -0.5
COc1ccc(C2(CNC(=O)c3ccc(C)cc3)CCOCC2)cc1 | -1.0 | -13.7 | 26.0 | -2.2 | 34.9 | 1.6 | -0.2 | 105.0 | -1.9
C/C(CC(=O)Nc1c(C)cc(C)cc1C)=N\NC(=O)c1cnccn1 | -3.7 | -5.9 | 12.4 | -3.7 | -2.0 | 0.3 | -0.4 | 89.0 | 2.2
O=C(NCCC(=O)N1CCN(C(=O)c2ccco2)CC1)c1ccccc1Cl | 8.4 | . | 9.0 | -0.2 | . | 1.0 | 0.3 | . | 0.8
Cc1ccc[n+](-c2[nH]c(=O)sc2/C=N/N=C(\[O-])c2cccnc2)c1 | 1.5 | -9.9 | 8.6 | -7.7 | 26.6 | 4.1 | 0.4 | 91.0 | 3.4
NC(=O)C1CC(=O)N(c2ccc(OCC(=O)N3CCCC3)cc2)C1 (centres undefined) | -4.5 | . | -3.4 | -4.6 | . | . | -1.4 | . | 5.4
Cc1ccc(S(=O)(=O)NCC(=O)OCC(=O)NC(=O)NC2CCCC2)cc1 | -7.0 | 0.4 | 6.7 | -6.3 | 24.1 | 2.6 | -0.4 | 112.0 | 2.2
COc1cc(OC)cc(OC(=O)C2CCN(C(=O)c3ccc(Cl)cc3)CC2)c1 | 12.1 | . | 7.5 | -6.0 | . | -4.1 | -1.4 | . | -6.4
CC(C)CN1CCN(CC#Cc2ccccc2)CC1CCO (centres undefined) | 2.5 | -11.5 | 13.7 | -3.5 | 32.4 | -3.3 | -3.4 | 102.0 | 5.1
CCCCCc1ccc(-c2cn(CCCOCc3ccccc3)nn2)cc1 | 10.3 | -2.9 | 1.1 | -3.7 | -7.3 | 0.7 | 6.2 | 104.0 | -1.2
Cc1ccc(CNC(=O)NC2CCCCC2)cc1 | 9.4 | -1.7 | 7.6 | -3.7 | 9.2 | 4.3 | -1.6 | 94.0 | 2.0
The list continues.
SMILES | CHRM4 PAM | p-CIP stab down | CRFBP-R2 block | GalR3 antag | PHOSPHO1 inh | IDE inh | CRFBP-R2 agonist | MEKK3 PB1 HTS | IDE act
COc1ccc(CN/C=C2\CCCCC2=O)cc1 | -4.3 | -8.5 | 1.7 | . | -9.8 | -0.2 | 0.2 | 98.0 | 3.1
O=C(CO/N=C/c1ccc(OC(F)F)cc1)NCc1cccs1 | -4.7 | 5.5 | 8.6 | -5.7 | -6.8 | 1.4 | 0.1 | 90.0 | -4.2
O=c1[nH]c(Cc2ccc(F)cc2)nc2scc(-c3ccc(F)cc3)c12 | 3.8 | -6.2 | -31.3 | -6.6 | 6.5 | 0.3 | 12.4 | 90.0 | -5.0
CC1(c2ccc3c(c2)OCCO3)NC(=O)N(CC(=O)Nc2ccccc2F)C1=O (centres undefined) | 4.9 | . | -5.2 | -2.5 | . | . | 8.5 | . | 2.6
CCCCn1c(=S)[nH]c2ccccc2c1=O | 5.3 | 6.8 | -18.5 | -6.0 | -12.1 | 4.1 | -0.9 | 95.0 | -4.0
Cc1nnc2ccc(-c3cccc(NS(=O)(=O)c4cc(F)ccc4F)c3)nn12 | 8.5 | . | -7.8 | 1.4 | . | 3.6 | -0.4 | . | 4.2
CCCCc1ccc(NC(=O)N[C@H](C(=O)O)C(C)C)cc1 | 3.6 | 2.6 | -8.3 | -1.8 | -19.8 | 1.5 | -1.1 | 105.0 | 4.9
COc1ccccc1Nc1nc(-c2cccs2)cs1 | 18.3 | -3.7 | 4.0 | -10.0 | 57.4 | -1.3 | -0.5 | 105.0 | 1.7
COc1cc(-c2nc3cnccn3c2Nc2ccc3c(c2)OCCO3)ccc1O | -3.0 | 2.4 | 3.1 | 1.5 | 21.5 | 2.1 | -1.5 | 109.0 | 5.1
CC(C)[C@@H]1CC[C@@H](C)C[C@H]1OC(=O)C[n+]1cc(-c2ccc(Cl)cc2)n2c1CCCCC2 | -51.1 | -15.6 | -16.1 | -5.5 | 10.6 | 2.2 | -1.4 | 100.0 | 3.6
C/C(=N\OCc1cccc(C(=O)O)c1)c1ccc(Cl)cc1 | -6.0 | -9.6 | -18.0 | -4.1 | 3.8 | -3.9 | -0.1 | 96.0 | .
O=C(CN1C(=O)CCSc2ccccc21)Nc1ccccc1 | 6.4 | -7.0 | 8.5 | -1.3 | -78.4 | 1.4 | -3.1 | 100.0 | -2.7
COc1ccccc1N(CC(=O)Nc1ccc2c(c1)OCCO2)S(C)(=O)=O | 2.7 | -2.9 | 4.6 | 0.8 | -16.3 | -3.7 | 0.6 | 98.0 | -1.1
O=C(Cn1nc(-c2ccccc2)ccc1=O)NCCN1CCN(c2cccc(Cl)c2)CC1 | -10.8 | -13.9 | -18.7 | -6.9 | -1.7 | -0.6 | -1.6 | 105.0 | -1.9
Cc1cccn2c(=O)c(C=O)c(N3CCC4(CC3)OCCO4)nc12 | -2.0 | -2.0 | -10.9 | -2.4 | 16.2 | 1.9 | -2.0 | 90.0 | .
Cn1cnc2c(=O)sc3ccccc3c21 | -2.3 | . | 0.6 | -3.8 | . | 1.1 | 0.2 | . | 8.2
CC[C@]12c3[nH]c4ccc(Cl)cc4c3CCN1C(=O)[C@@H](CC(=O)NCCCOC)C[C@@H]2C(=O)N1CCN(C(=O)c2ccco2)CC1 | 2.4 | . | 2.5 | -3.1 | . | . | 0.5 | . | 3.4
CC(=O)N1CCN(Cc2nc(C(c3ccccc3)c3ccccc3)no2)CC1 | -6.0 | -10.7 | 6.7 | -8.3 | 15.8 | -4.8 | 0.2 | 99.0 | 4.6
CC(NC(=O)CSc1ccc(S(=O)(=O)N2CCOCC2)cn1)c1ccc(Cl)cc1Cl (centres undefined) | -6.0 | . | 4.5 | 3.9 | . | . | -0.1 | . | 9.5
COCCNC(=O)CCn1nc(-c2ccc(C)cc2)ccc1=O | -0.3 | -1.7 | -6.9 | -12.6 | 41.9 | -0.4 | 0.2 | 103.0 | 0.6
CN1CCc2c(c3ccccc3n2Cc2ccccc2)C1 | -16.9&-15.1 | -17.6 | -2.4&7.1 | -8.4 | -4.5 | -0.2 | 0.2&-0.3 | 113.0 | 6.7&6.5
CCC(C)(C(=O)NC1CCCCC1)N(CC1CCCO1)C(=O)c1ccccn1 (centres undefined) | 4.3 | -8.6 | 30.1 | -3.5 | 5.5 | -0.3 | -0.7 | 100.0 | 0.2
CN(C)c1ccc(-n2cccc2/C=C/[N+](=O)[O-])cc1 | 4.9 | 9.6 | -12.9 | 1.7 | -0.6 | -0.2 | -0.6 | 97.0 | -6.3
S=C(NCCc1cccc(Cl)c1)NCc1ccccc1 | -0.1 | -4.4 | . | . | 13.0 | . | . | 104.0 | -4.6
CC(C)CCNC(=O)NC(=O)COc1ccccc1C#N | -1.1 | 6.3 | -5.2 | -5.6 | -34.2 | 0.6 | -0.1 | 116.0 | 2.9
Remaining list, next part.
SMILES | CHRM4 PAM | p-CIP stab down | CRFBP-R2 block | GalR3 antag | PHOSPHO1 inh | IDE inh | CRFBP-R2 agonist | MEKK3 PB1 HTS | IDE act
CC1(c2ccccc2)NC(=O)N(CC(=O)N2CCN(S(=O)(=O)c3c(F)cccc3F)CC2)C1=O (centres undefined) | -0.9 | . | 6.2 | -5.4 | . | 10.2 | -0.7 | . | 0.7
O=C(Nc1ccc2c(c1)OCCO2)c1ccc(Cl)cc1 | 2.8 | -14.5 | 5.8 | -10.1 | 8.3 | -3.8 | -2.9 | 106.0 | 3.2
Nc1nonc1-n1nnc(C(=O)N/N=C/C2CC=CCC2)c1CSc1ccccc1 (centres undefined) | 3.5 | 1.0 | -30.5 | -6.5 | 20.0 | 4.7 | 0.7 | 95.0 | 5.9
CCOc1ccc(CN2CCN(C(=O)c3cccc4ccccc34)CC2)cc1 | -7.8 | -1.0 | 10.3 | -1.9 | . | 6.6 | -1.3 | 97.0 | 1.1
O=C(NCc1cccs1)c1ccc(CS(=O)Cc2cccc(Cl)c2)o1 (centres undefined) | -5.3 | -3.5 | 57.5* | -6.3 | 45.3 | -1.9 | -1.1 | 98.0 | -2.0
CC(C)c1ccc(S(=O)(=O)c2cc3cc(Br)ccc3oc2=O)cc1 | 0.3 | -16.5 | 3.0 | -0.4 | -22.8 | -1.0 | 5.1 | 128.0 | 6.3
Cc1ccc(N2C(=O)[C@@H]3[C@H](C2=O)C2c4ccccc4C=CN2[C@@H]3C(=O)c2ccco2)c(C)c1 (some centres undefined) | 11.1 | -13.1 | 1.8 | -0.7 | 38.7 | 5.4 | 2.7 | 101.0 | 0.5

Part of the list above, reduced to MEKK3 PB1 HTS.
canonical_smiles,MEKK3 PB1 HTS
Nc1nonc1-n1nnc(C(=O)N/N=C/C2CC=CCC2)c1CSc1ccccc1 (centres undefined),95.0
CCOc1ccc(CN2CCN(C(=O)c3cccc4ccccc34)CC2)cc1,97.0
